Screening results from PubChem.
PTAP TSG101 blk: blocks PTAP/TSG101 interaction to inhibit HIV-1 budding | 340,000 tested, under 10 active | Q99816 | AID 493005 | Potency, µM (top dose mostly 115 µM), for inactives: top-dose activity change, negative = inhibition, usual class: inhibitors | Fluorescence polarization, FITC-PTAP peptide / Tsg101 binding; active = well fitted inhibition curve with a large enough effect in the main read-out, with a control signal flat, not every such curve was filed as active; inconclusive = small, poorly fitted or top-dose-only effect, or effect the other way, or a change in a side signal; inactive = no such curve, though single readings can be large or run the other way; note: potency is the fitted concentration of half-maximal effect; % of control where 0% means no effect
Target sequence (Q99816 whole entry, looked up): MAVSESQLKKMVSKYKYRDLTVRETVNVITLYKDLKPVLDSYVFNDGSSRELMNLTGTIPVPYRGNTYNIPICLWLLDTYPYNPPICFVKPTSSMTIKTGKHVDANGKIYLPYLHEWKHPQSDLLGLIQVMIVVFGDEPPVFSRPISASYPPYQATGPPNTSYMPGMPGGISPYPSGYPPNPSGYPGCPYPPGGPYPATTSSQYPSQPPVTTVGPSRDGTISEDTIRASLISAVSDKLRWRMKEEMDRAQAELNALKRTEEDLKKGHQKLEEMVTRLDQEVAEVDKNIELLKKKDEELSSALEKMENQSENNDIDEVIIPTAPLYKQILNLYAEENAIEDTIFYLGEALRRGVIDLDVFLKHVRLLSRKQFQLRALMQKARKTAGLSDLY
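Compounds were pin-transferred onto Tsg101 binding domain (10 uM final) in HEPES pH 7.5 buffer, then FITC-PTAP peptide was added at 50 nM final. After 20 min at RT, polarization reported peptide displacement across a qHTS concentration series.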
TCR act: activators of T cell receptors; AID 504894; primary human leukocytes, anti-CD3, IL-2 HTRF, 48 h; Potency, µM (highest dose often 9.22 µM), without a hit: top-dose activation of IL-2 secretion, actives largely listed as activators; 330,000 tested, under 10 active; note: % of control where 0% means no effect
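Primary human leukocytes were stimulated with a-CD3 beads plus compounds for 48 hr without co-stimulation; secreted IL-2 was quantified by HTRF using a-IL-2-K (europium cryptate) and a-IL-2-d2, excited at 320nm with acceptor emission read at 665nm.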
MLL CXXC-DNA inh: MLL CXXC-DNA interaction inhibition. Q03164. MLL-CXXC / FITC-HOXA9 DNA fluorescence polarization. Potency, µM (titrated, usually from 115 µM), without a hit: top-dose activity change, negative = inhibition, hits mostly inhibitors. hit rate 0.037% among 290,000; active = well fitted inhibition curve with a large enough effect in the polarisation, with a control signal flat, not every such curve was filed as active; inconclusive = small, poorly fitted or top-dose-only effect, or effect the other way, or a change in a side signal; inactive = no such curve, though single readings can be large or run the other way; the % refers to the polarisation; note: potency is the fitted concentration of half-maximal effect
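Fluorescence polarization: 7 uM MLL-CXXC (stock) preincubated 5 min with compounds, then 50 nM fluorescein-HOX-A9 DNA (stock) added; 30 min ambient. Buffer 50 mM Tris-HCl pH 7.5, 50 mM NaCl, 1 mM DTT, 0.05% BSA.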
Integrin act MD: activators of alpha7 integrin expression for muscular dystrophy | alpha7betagal myoblasts, beta-gal FDG fluorescence, 48 h | Potency, µM (doses to about 38.3 µM), for inactives: at the top dose activation, most hits filed as activators | hit rate 0.064% among 350,000 | AID 624291;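 note: potency is the fitted concentration of half-maximal effect; 100% = response of the positive control SU9516; nearly all actives have a fitted effect of over 60% in size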
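Alpha7betagal+/- myoblasts (passage 13) were plated 16-24 hr, then exposed to compounds (1:260 dilution of DMSO stock) for 48 hours at 37C. After MPER lysis, β-galactosidase reporter activity was read as FDG fluorescence (ex 480/em 540) after 30 minutes.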
Mito fusion yeast: inhibitors of mitochondrial division or activators of mitochondrial fusion; AID 485298; Potency, µM (top dose mostly 46.1 µM), for the others: at the top dose growth rescue (activation), most hits filed as activators; S. cerevisiae fusion-defective mutant growth rescue, CellTiterGlo 48 h; hit rate 0.23% among 320,000;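 note: potency is the fitted concentration of half-maximal effect; % of control where 0% means no effect; nearly all actives have a fitted effect of over 45% in size; temperature-sensitive fusion mutants such as fzo1-1 at 37 °C on non-fermentable ethanol glycerol medium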
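Compounds are tested for their ability to restore growth of mitochondrial fusion-defective yeast strains at non-permissive 37C in YPEG medium over 48 hours. Viability is quantified by luciferase luminescence.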
Menin MLL FP TR: displaces Texas Red mutant MLL peptide from human menin | Potency, µM (highest dose often 61.6 µM), inactives show top-dose FP activity change, negative = inhibition, actives largely listed as inhibitors | Menin + Texas Red MLL mutant peptide, fluorescence polarization | AID 1768 | hit rate 0.23% among 270,000; active = well fitted inhibition curve with a large enough effect in the polarisation, with a control signal flat, not every such curve was filed as active; inconclusive = small, poorly fitted or top-dose-only effect, or effect the other way, or a change in a side signal; inactive = no such curve, though single readings can be large or run the other way; the % refers to the polarisation; note: potency is the fitted concentration of half-maximal effect; % of control where 0% means no effect; many of its hits are not listed in these tables
Target sequence (O00255 whole entry, looked up): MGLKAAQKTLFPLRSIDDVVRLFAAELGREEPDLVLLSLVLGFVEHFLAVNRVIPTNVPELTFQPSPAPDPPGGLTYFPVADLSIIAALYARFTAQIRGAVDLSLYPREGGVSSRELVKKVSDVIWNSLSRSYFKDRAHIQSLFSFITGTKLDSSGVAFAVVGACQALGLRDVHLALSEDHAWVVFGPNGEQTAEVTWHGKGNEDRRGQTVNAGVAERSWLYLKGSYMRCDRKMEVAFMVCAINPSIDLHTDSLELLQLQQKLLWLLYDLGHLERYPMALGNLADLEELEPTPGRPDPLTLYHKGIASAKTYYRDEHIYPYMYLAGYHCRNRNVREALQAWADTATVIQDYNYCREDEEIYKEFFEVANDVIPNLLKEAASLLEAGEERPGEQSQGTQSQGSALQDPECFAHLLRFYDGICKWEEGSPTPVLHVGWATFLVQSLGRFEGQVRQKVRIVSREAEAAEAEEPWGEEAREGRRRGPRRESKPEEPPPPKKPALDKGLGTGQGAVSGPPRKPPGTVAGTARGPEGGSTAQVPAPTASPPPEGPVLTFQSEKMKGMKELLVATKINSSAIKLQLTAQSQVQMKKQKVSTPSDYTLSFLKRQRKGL
S-ASM inh: human S-ASM enzyme inhibition; P17405; placental ASM, HMU-PC fluorogenic substrate, 60 min; Potency, µM (series often up to 57.5 µM), inactives show top-dose activity change, negative = inhibition, most hits filed as inhibitors; hit rate 0.006% among 340,000; AID 504937; note: potency is the fitted concentration of half-maximal effect
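Human placenta-derived ASM enzyme was preincubated with compound for 10 minutes at room temperature, then given fluorogenic substrate HMU-PC0 (9 uM final) for 60 minutes at 37 °C; a pH 10 stop preceded fluorescence reading at Ex 386/Em 447 nm.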
MBNL1-CUG inh: MBNL1-poly(CUG) RNA binding inhibition. Potency, µM (top dose mostly 57.5 µM), without a hit: top-dose activity change, negative = inhibition, usual class: inhibitors. hit rate 0.036% among 280,000. Q9NR56. TR-FRET MBNL1-His/biotin-(CUG)12 binding, 665/545 ratio. AID 2675; active = well fitted inhibition curve with a large enough effect in the signal ratio, with a control signal flat, not every such curve was filed as active; inconclusive = small, poorly fitted or top-dose-only effect, or effect the other way, or a change in a side signal; inactive = no such curve, though single readings can be large or run the other way; the % refers to the signal ratio; note: potency is the fitted concentration of half-maximal effect; % is set by controls: 0 for no effect and ±100 for the full control effect
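Compound titration spanned 92 nM–58 uM against the MBNL1-His/biotin-(CUG)12 complex. After 60 min at room temperature with 5 nM streptavidin-XL665 and 0.055 ng/ul terbium anti-His, ratiometric 665/545 nm emission (Ex 340 nm) normalized to controls.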
TSHR antagonist: antagonists of human thyroid stimulating hormone receptor; P16473; TSHR-expressing cells, TSH-stimulated cAMP HTRF, 2 h; stronger effect = lower value; activity change, negative = inhibition, % at 11.5 µM; hit rate 0.2% among 330,000; AID 504810;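 active = activity change below a set negative limit, meaning inhibition stronger than a set level, cut at about -70% in these data; inconclusive = activity change between two set negative limits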; note: % is set by controls: 0 for no effect and ±100 for the full control effect
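Cell-based HTRF cAMP assay; TSHR cells + compound, TSH EC80 (4nM final), 2 h, 37 deg C. Lysis with anti-cAMP cryptate and cAMP-d2, 30 min RT, read 665/620 nm.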
A-T KAP1 phos: candidate therapy for ataxia-telangiectasia | AID 485349 | Potency, µM (doses to about 57.5 µM), for the others: at the highest dose activation, usual class: activators | hit rate 0.19% among 320,000 | […] A-T fibroblasts, KAP-1 phosphorylation AlphaLISA; neocarzinostatin DNA damage 30 min before lysis; note: potency is the fitted concentration of half-maximal effect; % of control where 0% means no effect; nearly all actives have a fitted effect of over 45% in size
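ATM-like activity read as KAP-1 phosphorylation via AlphaLISA donor/acceptor antibody pairs after lysis and 6 hr at 25C. Cells were ATM-null patient fibroblasts ([…], hTERT), dosed 60 min, then exposed to the DSB inducer NCS for 30 min.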
* marks the source's active call; other numbers are inactive results; ? = inconclusive; . = no result given; & = joins results of further samples; [ ] = dose if it differs, or a comment. Unless noted, calls come from the whole dose curve; as a rule, active = well fitted curve in the direction sought with a large enough effect; inconclusive = small, poorly fitted or top-dose-only effect, or another doubt; inactive = no such curve, though single readings can be large; an effect the other way counts as inactive or inconclusive.

SMILES	PTAP TSG101 blk	TCR act	MLL CXXC-DNA inh	Integrin act MD	Mito fusion yeast	Menin MLL FP TR	S-ASM inh	MBNL1-CUG inh	TSHR antagonist	A-T KAP1 phos
C=CCn1c(=S)[nH]c2nc3c(cc2c1=O)COC(C)(C)C3	-1%	-38%	4%	2%	-1%	6%	8%	2%	10	4%
C=CCN(c1ccccc1C(=O)NCC(=O)O)S(=O)(=O)c1ccc(C)cc1	-1%	-2%	-8%	5%	3%	.	2%	-13%	-2	1%
CC(C)c1ccc(OCCCCCN2CCOCC2)cc1	3%	9%	2%	-29%	22%	?	1%	0%	17	-20%
COc1ccc2[nH]c3nc(SCC(=O)Nc4ccc5c(c4)OCO5)nnc3c2c1	-1%	3%	15%	-31%	2%	-5%	-2%	11%	34	5%
COc1ccc(-n2c(=S)[nH]c3cc(C(=O)N4CCN(c5ccccc5)CC4)ccc3c2=O)c(OC)c1	-3%	-4%	-10%	5%	-3%	11%	-3%	3%	1	4%
Cc1cc(OCC(=O)NCc2cccnc2)ccc1[N+](=O)[O-]	3%	.	-5%	2%	5%	-8%	6%	11%	-1	-6%
CCc1nc2oc3ccccc3c(=O)c2c(=O)n1Cc1ccccc1	-10%	-1%	-3%	2%	0%	-18%	2%	3%	-7	6%
C=Cn1c(C(=O)O)ccc1-c1ccc(OC)cc1	-2%	-4%	-4%	-4%	5%	-3%	-2%	?	1	10%
O=C(CN1CC(=O)Oc2ccccc21)OCC(=O)c1ccc(F)cc1	-8%	5%	-4%	-30%	?	1%	-2%	-1%	-6	11%
COCC(=O)Nc1cc(C)cn(Cc2c(F)cccc2Cl)c1=O	0%	-1%	8%	?	-3%	?	-1%	7%	-28	8%
Cc1c(C(=O)NCc2cccnc2)oc2ccc(S(=O)(=O)N3CCCCCC3)cc12	0%	-2%	-6%	-34%	22%	-1%	-2%	1%	-19	8%
Cc1cccc(C)c1NC(=O)c1c(-c2ccccc2)noc1C	0%	0%	3%	12%	8%	9%	5%	1%	3	0%
Cc1sc2ncnc(NCC(c3ccco3)N3CCCC3)c2c1C (centres undefined)	-2%	16%	-9%	-18%	-2%	-20%	-2%	-7%	1	7%
COc1ccccc1NS(=O)(=O)c1cc(NC(=O)/C=C/c2cccs2)ccc1N1CCOCC1	-3%	3%[46.1 µM]	3%	23%	2%	-8%	-3%	.	-8	-3%
COc1cc2cc(C(=O)N/N=C/c3cccc(OC)c3OC)[nH]c2cc1OC	-5%	-5%	4%	12%	4%	?	137%[activator]	?	-1	2%
COc1ccccc1C(=O)NC(=O)COC(=O)c1ccc(Cl)cc1[N+](=O)[O-]	-2%	2%	.	30%	3%	.	0%	.	2	0%
O=C1CCCC(=O)C1Sc1ccc(Cl)cc1	0%	-5%	-1%	10%	13%	-7%	0%	-3%	2	-20%
COCCn1c(SCC(=O)Nc2ccccc2OC)nnc1-c1ccco1	-1%	3%	-2%	-24%	0%	.	22%	-2%	-8	16%
O=[N+]([O-])c1ccc(CSc2nc3ccccc3o2)cc1	1%	-5%	8%	-23%	-1%	20%	-8%	12%	-9	15%
O=C(CSc1nc2[nH]ncc2c(=O)[nH]1)Nc1ccc(Cl)cc1	-2%	-3%	.	10%	3%	.	-1%	.	6	-3%
Cc1ccc(Cl)cc1NC(=O)N(C)CCO	-6%	14%	-1%	-17%	10%	0%	3%	-5%	7	4%
NS(=O)(=O)c1ccc(NC(=O)CSc2nc3ccccc3c(=O)n2Cc2ccncc2)cc1	1%	-8%	.	-28%	.	.	3%	.	1	-2%
O=C(CCCCCN1C(=O)CCC1=O)Nc1ccc(Cl)c(C(F)(F)F)c1	.	.	3%	-16%	-5%	.	-1%	-1%	-15	-4%
CC(C)NC(=O)Nc1ccc2c(c1)C(=O)N([C@H](C)CO)C[C@H](C)[C@@H](CN(C)C(=O)NC1CCCCC1)O2	2%	-2%	.	23%	.	.	1%	.	1	-1%
O=C(CSc1ccc(S(=O)(=O)N2CCOCC2)cn1)Nc1ccc(OC(F)F)cc1	-10%	4%	.	23%	-5%	.	-4%	.	-6	-2%

Part of the list above with just A-T KAP1 phos and PTAP TSG101 blk.
compound	A-T KAP1 phos	PTAP TSG101 blk
O=C(CN1CC(=O)Oc2ccccc21)OCC(=O)c1ccc(F)cc1	11%	-8%
C=Cn1c(C(=O)O)ccc1-c1ccc(OC)cc1	10%	-2%

The main list resumes, repeating the four entries before the break.
SMILES	PTAP TSG101 blk	TCR act	MLL CXXC-DNA inh	Integrin act MD	Mito fusion yeast	Menin MLL FP TR	S-ASM inh	MBNL1-CUG inh	TSHR antagonist	A-T KAP1 phos
NS(=O)(=O)c1ccc(NC(=O)CSc2nc3ccccc3c(=O)n2Cc2ccncc2)cc1	1%	-8%	.	-28%	.	.	3%	.	1	-2%
O=C(CCCCCN1C(=O)CCC1=O)Nc1ccc(Cl)c(C(F)(F)F)c1	.	.	3%	-16%	-5%	.	-1%	-1%	-15	-4%
CC(C)NC(=O)Nc1ccc2c(c1)C(=O)N([C@H](C)CO)C[C@H](C)[C@@H](CN(C)C(=O)NC1CCCCC1)O2	2%	-2%	.	23%	.	.	1%	.	1	-1%
O=C(CSc1ccc(S(=O)(=O)N2CCOCC2)cn1)Nc1ccc(OC(F)F)cc1	-10%	4%	.	23%	-5%	.	-4%	.	-6	-2%
O=[N+]([O-])c1ccc(CCn2ccnc2)cc1	0%	-4%	36%[activator]	-6%	-15%	2%	1%	20%	5	-20%
COC(=O)[C@@H]1[C@@H](C)OC(=O)N[C@H]1c1ccccc1	0%	9%	0%	-16%	-5%	-5%	4%	3%	9	-12%
CCOC(=O)/C(=C\c1ccc(C)cc1)NC(=O)c1ccccc1	-2%	1%	-2%	-1%	-5%	?	-1%	5%	-7	-1%
COCCN(CCOC)S(=O)(=O)c1ccc(C(=O)Nc2ccc([N+](=O)[O-])cc2OC)cc1	0%	5%	-4%	-16%	1%	3%	-2%	?	13	-4%
C/C(=N\NC(=S)NC1CCCCC1)c1ccc(C)o1	-8%	5%	8%	19%	-19%	1%	-1%	.	-2	-6%
O=C(O)C1CSC(c2ccncc2)N1 (centres undefined)	-5%	-1%	29%	-9%	-2%	-10%	2%	-1%	10	-2%
O=C(CSc1nc2c([nH]c3ccccc32)c(=O)n1-c1ccc(F)cc1)NCc1ccco1	2%	2%	2%	-33%	12%	-16%	39%[activator]	4%	7	3%
CC1=CC2(C)C(C3C(C)=CC2(C)C(=O)C3(C)O)C(C)(O)C1=O (centres undefined)	-4%	-1%	.	-21%	.	.	-2%	.	.	.
CC(=O)N1CCCN(Cc2cn(-c3ccc(C)cc3)nc2-c2cccc(C)c2)CC1	-7%	4%	-3%	0%	3%	?	2%	-5%	8	-1%
CN(c1ncc(C(F)(F)F)cc1Cl)N1C(=O)c2cccc([N+](=O)[O-])c2C1=O	-4%	4%	5%	1%	-3%[9.22 µM]	1%	-5%	?	-5	-3%
CCOc1cc(N)c(Cl)cc1C(=O)NCC1CN(Cc2ccc(F)cc2)CCO1 (centres undefined)	1%	2%	-4%	.	.	31%&5%[activator]	-2%	.	.	.
Cc1ccccc1C(=O)NC1CCCCCCC1	-7%	-8%	-3%	-29%	-4%	-15%	-1%	1%	0	7%
CCOc1ccc2nc(NC(=O)COC)sc2c1	-5%	-3%	0%	16%	0%	24%	-4%	-2%	-1	-2%
Cc1cc(-c2ccc(N3C(=O)CCC3=O)c(C)c2)ccc1N1C(=O)CCC1=O	-3%	-1%	9%	4%	-2%	15%	1%	-7%	-4	-2%
CC1CCCCN1C(=O)CSc1nnc2ccccn12 (centres undefined)	0%	-40%	.	0%	.	.	8%	.	14	-2%
COc1cccc(/C=N/NC(=O)c2[nH]nc3c2CCc2ccccc2-3)c1	0%	4%	6%	-30%	-11%	.	-17%	.	1	-3%
Cc1ccc(-n2nc3ccc(NC(=O)c4ccc5c(c4)OCO5)cc3n2)cc1	2%	-5%	6%	1%	-1%	43%[activator]	6%	14%	-3	13%
Cn1c2c(c(=O)n(C)c1=O)C(c1ccc(Br)cc1)C(C#N)=C(N)N2 (centres undefined)	0%	-6%	-9%	-27%	5%	13%	-3%	-4%	-6	7%

These rows are one share of the data (hit frequency here may not be typical).
